M18AAP inhibitor – PfM18AAP inhibitors, malaria aminopeptidase, primary screen, biochemical, QFRET, recombinant enzyme | H-Glu-NHMec fluorogenic cleavage | 290,000 tested, 1.2% active | AID 1822, 2009 | inhibition, % at 7.35 µM | M18 aspartyl aminopeptidase (Plasmodium falciparum 3D7);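 active = inhibition above the campaign mean inhibition over all tested compounds plus 3 SD, cut at about 28% in these data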;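 note: 0% = plate median of test compound wells and 100% = 2 mM ZnCl2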
GPR7 antagonist – GPR7 receptor antagonists, primary screen, cell-based, fluorescence, single concentration; AID 1861, 2009; 290,000 tested, 1.1% active; GPR7-expressing cells, fluorescence antagonist assay; inhibition, % at 4.4 µM; Neuropeptides B/W receptor type 1 (Homo sapiens), P48145; in the data active = inhibition above about 16%, passing the limit was not always enough;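 note: cells stimulated with the agonist NPW; 0% = agonist with vehicle and 100% = vehicle without agonist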
Target sequence (P48145 whole entry, looked up): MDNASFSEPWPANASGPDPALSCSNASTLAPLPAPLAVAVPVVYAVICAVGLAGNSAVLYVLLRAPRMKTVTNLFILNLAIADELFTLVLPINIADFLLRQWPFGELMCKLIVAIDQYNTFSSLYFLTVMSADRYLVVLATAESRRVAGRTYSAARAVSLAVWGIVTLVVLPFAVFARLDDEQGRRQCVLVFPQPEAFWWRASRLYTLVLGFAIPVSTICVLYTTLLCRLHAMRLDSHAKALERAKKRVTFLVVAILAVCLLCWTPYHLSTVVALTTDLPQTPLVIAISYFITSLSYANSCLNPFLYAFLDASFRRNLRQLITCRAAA
IDE act – human IDE activators in live cells, primary screen, fluorescence polarization, HEK cells, FAbeta-B substrate; Insulin-degrading enzyme (Homo sapiens), P14735; FAbeta-B cleavage; 0% vehicle, 100% cell-free pure enzyme wells; activation, % at 5.96 µM; 340,000 tested, 0.073% active;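 active = activation above the mean of all tested compounds plus 3 SD, set per screening campaign, cut at about 17% in these data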
VIM-2 inh – VIM-2 metallo-beta-lactamase inhibitors, primary screen, biochemical, epi-absorbance readout, Pseudomonas aeruginosa enzyme. purified VIM-2, nitrocefin hydrolysis, epi-absorbance fluorescence. inhibition, % at 5.6 µM. 290,000 tested, 0.89% active;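 active = inhibition above the mean of all tested compounds plus 3 SD, cutoff set per screening run, cut at about 7.5% in these data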;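 note: red hydrolysis product quenches plate fluorescence so inhibitors raise well fluorescence; 0% = enzyme with DMSO and 100% = DMSO without enzyme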
NALP1 yeast inh – NALP1 inflammasome inhibitors in reconstituted yeast, colorimetric, S. cerevisiae, triplicate retest | S. cerevisiae NALP1/ASC/caspase-1 growth, X-gal OD620, 72 h | inhibition, % at 10 µM | 280,000 tested, 0.61% active; in the data active = inhibition mostly above about 24%, no sharp cut-off; inactive = mostly below about 32%; note: some compounds called inactive have numbers as strong as hits
IDE inh – human IDE inhibitors in live cells, primary screen, fluorescence polarization, HEK cells, FAbetaB substrate | Insulin-degrading enzyme (Homo sapiens), P14735 | FAbetaB cleavage | inhibition, % at 5.59 µM | 320,000 tested, 0.41% active | AID 434962, 2010;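 active = percent inhibition above the average of all tested compounds plus 3 SD, set per screening campaign, cut at about 16% in these data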;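 note: IDE supplied by intact live HEK cells; FP after avidin binding of uncleaved biotin substrate so inhibition keeps polarization high; 0% = DMSO wells and 100% = 60 µM reference IDE inhibitor Ii1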
IMP-1 inh – IMP-1 metallo-beta-lactamase inhibitors, primary screen, biochemical, epi-absorbance readout, Pseudomonas aeruginosa enzyme; metallo-beta-lactamase IMP-1 (Pseudomonas aeruginosa); purified IMP-1, nitrocefin hydrolysis, epi-absorbance fluorescence; inhibition, % at 5.6 µM; 290,000 tested, 0.45% active; AID 1556, 2009;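 active = inhibition above the mean plus 3 SD of all compounds in the same screening run, cut at about 4.5% in these data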;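 note: 0% = IMP-1 with DMSO and 100% = DMSO wells lacking enzyme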
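System: purified recombinant IMP-1 beta-lactamase. Medium: Zinc- and detergent-supplemented HEPES buffer, pH 7.1. Compound: one 5.6 µM dose […]. Schedule: 15 min preincubation plus 25 min reaction at 25 °C. Technique: Epi-absorbance fluorescence, 480 nm excitation, 530 nm emission.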
p-CIP stab down – p/CIP-EGFP fusion destabilizers, primary screen, fluorescence, F442A cells. Q05BA5. 16 h. decrease of EGFP signal, % at 10 µM. 290,000 tested, 0.01% active. AID 1984, 2009;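 active = EGFP signal decrease of at least 30% at 10 µM or well 3 SD below plate mean, unless failing retest; inactive = the rest, including hits failing retest or dose response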; note: some compounds called inactive have numbers as strong as hits; many of its hits are not listed in these tables
PHOSPHO1 inh – PubChem AID 1565 | recombinant PHOSPHO1, absorbance phosphatase assay | inhibition, % at 13.3 µM | Phosphoethanolamine/phosphocholine phosphatase (Homo sapiens), Q8TCT1 | 290,000 tested, 1.1% active; in the data active = inhibition above about 60%
Target sequence (Q8TCT1 whole entry, looked up): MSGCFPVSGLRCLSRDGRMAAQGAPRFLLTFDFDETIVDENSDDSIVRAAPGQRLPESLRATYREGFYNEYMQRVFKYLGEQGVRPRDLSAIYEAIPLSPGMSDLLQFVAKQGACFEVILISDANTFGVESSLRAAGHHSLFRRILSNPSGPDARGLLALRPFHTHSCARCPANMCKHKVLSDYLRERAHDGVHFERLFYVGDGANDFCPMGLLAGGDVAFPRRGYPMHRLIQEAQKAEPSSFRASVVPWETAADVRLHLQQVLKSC
Active calls of the source: *; · = no result given.

SMILES	M18AAP inhibitor	GPR7 antagonist	IDE act	VIM-2 inh	NALP1 yeast inh	IDE inh	IMP-1 inh	p-CIP stab down	PHOSPHO1 inh
COC(=O)/C=C1/S/C(=N/NC(=O)c2ccccc2)NC1=O	13	-3	4	-3.2	5	-11	-3.1	-13	45
O=C1CC(c2ccc3c(c2)OCO3)CN1 (centres undefined)	6	-5	3	-1.6	-3	0	-3.1	-2	-25
COc1ccc(Br)cc1S(=O)(=O)Nc1ncn[nH]1	24	-10	12	-3.2	8	-4	-2.8	-9	48
COc1ccc(-c2ccc(SCC(=O)N3CCCC3)nn2)cc1OC	2	-15	-9	-3.9	32	1	-3.3	-7	1
COC(=O)c1ccc2c(=O)n(CCN3CCOCC3)c(=S)[nH]c2c1	3	2	-5	-2.2	-3	-5	-2.4	-5	17
CC(C)(C)OC(=O)NCCCCCc1nnc(SCc2ccccc2F)o1	-14	-8	-4	2.1	22	1	0.8	-6	37
CCc1cc2c(=O)[nH]c(Cc3ccc(OC)cc3)nc2s1	-9	4	2	0.3	23	-7	-5.4	-16	23
COc1ccccc1OCC(=O)N/N=C/C=C/c1ccc([N+](=O)[O-])o1	8	-6	5	-3.2	48	0	-3.3	1	-18
COC(=O)c1cc(C)sc1NC(=O)CN1CCN(C(=O)C2CCCO2)CC1 (centres undefined)	1	-14	3	-2.5	19	-13	-0.1	-8	25
COc1cc(/C=N/NC(=O)c2ccc(O)cc2)ccc1OCC(=O)N1CC(C)OC(C)C1 (centres undefined)	0	-10	4	-3.6	26	-12	-3.4	-13	8
CCc1ccc(NC(=O)Cn2cnc3sc(C)c(S(=O)(=O)N4CCOCC4)c3c2=O)cc1	4	-8	0	-1.1	19	3	-1.6	2	36
CN(c1ccccc1)S(=O)(=O)c1cccc(C(=O)OCC(=O)NCCCN2CCCC2=O)c1	2	-19	3	0.0	14	1	-1.9	-8	17
O=C(CCC(=O)N(CC(=O)NC1CCCC1)Cc1ccc2c(c1)OCO2)Nc1nccs1	4	1	·	-0.8	-5	4	-2.1	-8	-8
CN1CCN(C(=O)C2=C[C@H](c3csc4ccccc34)C[C@H](OCc3ccc(CO)cc3)O2)CC1	2	-9	-1	-2.1	21	2	-1.7	2	5
CCC(C)NC(=O)c1ccc(COc2ccccc2Cl)cc1 (centres undefined)	5	1	-4	-2.8	22	-3	-4.0	8	12
c1ccc2sc(SCc3ccc(-c4nnco4)cc3)nc2c1	0	13	-2	-2.8	11	-4	-0.9	-2	15
CC1CCCCN1CC(=O)c1c(N)n(Cc2ccccc2)c(=O)n(C)c1=O (centres undefined)	-6	-3	4	-0.7	-3	-3	-4.3	-24	13
O=C(O)CCC(=O)Nc1ccc2c(c1)Cc1cc(NC(=O)CCC(=O)O)ccc1-2	13	-5	0	-0.8	17	-7	2.5	-6	·
COc1ccc(N2C(=O)CSC23C(=O)Nc2ccccc23)cc1 (centres undefined)	6	-2	8	2.4	-8	-4	-1.0	-1	4
O=C(Cn1nnc2c(cnn2-c2ccccc2)c1=O)N1CCN(c2ccccc2F)CC1	-4	-6	3	-0.6	11	1	-4.6	5	-5

An excerpt from above in order of their number in IDE inh, descending:
SMILES	M18AAP inhibitor	GPR7 antagonist	IDE act	VIM-2 inh	NALP1 yeast inh	IDE inh	IMP-1 inh	p-CIP stab down	PHOSPHO1 inh
CN1CCN(C(=O)C2=C[C@H](c3csc4ccccc34)C[C@H](OCc3ccc(CO)cc3)O2)CC1	2	-9	-1	-2.1	21	2	-1.7	2	5
COc1ccc(-c2ccc(SCC(=O)N3CCCC3)nn2)cc1OC	2	-15	-9	-3.9	32	1	-3.3	-7	1
COC(=O)c1ccc2c(=O)n(CCN3CCOCC3)c(=S)[nH]c2c1	3	2	-5	-2.2	-3	-5	-2.4	-5	17

(continued)
SMILES	M18AAP inhibitor	GPR7 antagonist	IDE act	VIM-2 inh	NALP1 yeast inh	IDE inh	IMP-1 inh	p-CIP stab down	PHOSPHO1 inh
COc1ccc(/C=N/Nc2snc(SC)c2C#N)cc1OC	8	2	3	-0.9	20	5	-2.3	4	-10
Cc1ccccc1CSc1n[nH]c(NS(=O)(=O)c2ccccc2)n1	4	-18	-1	-2.0	17	5	-2.5	-4	-2
CCCCNC(=O)CC1N=C2c3ccccc3N=C(SCC(=O)Nc3ccc(OC)cc3)N2C1=O (centres undefined)	8	-8	2	-1.8	-22	2	-5.0	46*	18
O=C(NCc1ccccc1)c1ccc2c(=O)[nH]c3c(C(=O)NCC4CCCO4)sc(=S)n3c2c1 (centres undefined)	2	-15	2	-0.6	20	7	-0.7	-6	32
CCOC(=O)/C(C#N)=C/NC(=O)NC(C)(C)C	11	-3	0	-0.2	6	4	-1.2	-11	3
COC(=O)CN1C(=O)[C@H]2[C@@H](c3ccc(C)o3)N3C(=O)CN(Cc4ccc(-c5ccccc5)cc4)C(=O)[C@@]3(C)[C@H]2C1=O	-16	0	6	-2.0	-1	3	-0.1	-13	-2
COc1ccc(-c2cc(C(=O)OCC(=O)NC(C)C)c3ccccc3n2)cc1	-7	5	-2	-2.9	17	2	-2.7	6	-4
CCCN(CCC)S(=O)(=O)c1cc(CN2C(=O)c3cccnc3C2=O)ccc1OC	-4	-18	1	-1.4	16	6	-1.0	-3	18
CCNS(=O)(=O)c1ccc(NC(=O)Cn2nc(C(F)(F)F)cc2C)cc1	0	-14	2	-1.3	-18	1	-1.9	5	4
CC(C)C(=O)N1CCN(S(=O)(=O)c2ccc3ccccc3c2)CC1	2	-11	0	-2.3	3	3	-3.3	-17	28
COCCn1c(SCc2c(F)cccc2Cl)nc2c1c(=O)[nH]c(=O)n2C	4	-1	6	-4.7	-11	4	-2.2	-4	24
CN1CCN(S(=O)(=O)c2ccc(NC(=O)c3cccs3)cc2)CC1	-10	-2	3	0.1	12	5	-2.1	-15	12
COC(=O)c1ccc(NC(=O)CSc2nnc(-c3ccncc3)n2C)cc1	6	-4	-13	-4.6	15	10	-2.8	-9	-6
COc1ccc(NC(=O)CN(Cc2ccccc2)Cc2ccccc2)cc1S(N)(=O)=O	4	-7	-4	-3.3	7	5	-3.4	-6	-35
Cc1cc(C)c(S(=O)(=O)N2CCCCC2C(=O)O)c(C)c1 (centres undefined)	2	-8	-3	-3.1	-17	0	-3.2	5	51
Cc1ccc(C)n1-c1ccc(N2CCOCC2)c(Br)c1	5	7	-3	-5.4	2	-8	-3.7	-3	-5
O=c1c2cc(N3CCOCC3)ccc2[nH]c(=S)n1Cc1cccc(Cl)c1	5	-1	3	-4.9	14	0	-2.0	-3	-68
CCOC(=O)C1=C(c2ccccc2)NC(=O)N(C(C)=O)C1c1cccc([N+](=O)[O-])c1 (centres undefined)	1	-14	1	-2.5	10	5	-4.6	-12	20
CCCc1cc(=O)oc2cc(OCc3ccc(C(=O)O)o3)ccc12	-10	-4	1	3.1	32	-4	1.1	-5	20
CCCSCCCNC(=O)CC1Oc2ccccc2NC1=O (centres undefined)	-9	4	4	-1.1	-4	0	-2.7	4	-21
COc1ccccc1/C=N\N=C(\N)c1ccccn1	-3	-4	4	-4.7	46	5	-1.5	-1	1
O=C1c2cccnc2C(=O)N1c1cccc([N+](=O)[O-])c1	4	-15	3	2.5	0	2	-3.0	-7	33
CSc1sc(C(=O)NNC(=O)c2ccc(Cl)cc2)c2c1C=CCC2	1	-18	-3	-3.4	-4	3	-1.5	-4	33
COc1ccc(C(=O)/C=C/Nc2cc(C)on2)c(OC)c1	3	-11	0	0.1	5	-6	-7.0	-9	8
Cc1c(CC(=O)O)c(=O)oc2cc(OCc3ccc(F)cc3Cl)ccc12	5	11	1	-1.4	-6	6	-0.9	-14	25
CC(NC(=O)C(NS(=O)(=O)c1cccc2nsnc12)C(C)C)c1ccccc1 (centres undefined)	2	-9	1	-1.4	14	-4	-3.8	-3	15
Cc1ccc2nc(-c3ccncc3)cc(C(=O)Nc3ccc(F)cc3C)c2c1	1	-13	0	-1.6	10	4	-1.2	-1	43
C=CCn1c(SCc2ccccc2F)nc2cc(C(=O)O)ccc2c1=O	6	-9	-2	0.9	25	5	-2.4	-3	4
CC(=O)NCCOc1nc(N(C)C)nc(N2CCOCC2)n1	-12	-5	4	-2.0	18	2	-1.8	0	12
Cc1cc(=O)[nH]c(-c2ccccc2)n1	-5	1	3	-2.7	9	1	-1.5	-4	3
CS(=O)(=O)Cc1cc(N2CCCC2)nc(-c2ccccc2)n1	-9	0	5	2.6	1	3	-2.9	0	36
C/C(=N\NC(=O)CC(C)C)c1ccc(Cl)c(Cl)c1	-6	7	3	-2.3	-15	11	0.0	0	10
O=C(NC(=S)Nc1ccccc1[N+](=O)[O-])c1ccccc1	8	-1	5	-1.1	15	-1	0.7	-16	8
CC(C)CC1NC2(C(=O)N(C)c3ccccc32)C2C(=O)N(C(C)C)C(=O)C12 (centres undefined)	8	-10	0	-3.1	·	1	-3.0	-28	3
O=C1/C(=C/c2cccnc2)SC(=NCc2ccccc2)N1Cc1ccccc1	2	-2	0	-2.1	15	2	-3.5	-2	-7
C[C@@H]1OC(Nc2ccc(N=Nc3ccccc3)cc2)[C@H](O)[C@H](O)[C@H]1O (some centres undefined)	0	0	·	-2.6	23	0	-1.4	-1	24
c1csc(-c2nc(N3CCCCC3)no2)c1	-10	6	5	-2.5	11	-1	-2.0	-9	28
COn1c2c(c3c4no[n+]([O-])c4ccc31)CCCC2	1	8	2	-1.2	-8	-3	-2.1	-12	9
COc1ccc(C(=O)O/N=C/c2c(C(F)(F)F)nn(C)c2SCc2ccccc2Cl)cc1	-5	-11	1	-3.9	21	-4	1.0	0	46
CCCCC1(C)OC(=O)C(=Cc2ccc(SC)cc2)C(=O)O1 (centres undefined)	-10	-9	8	-1.6	5	0	-2.1	7	-3
O=C(Nc1ccc(F)cc1F)C1CCN(c2ncnc3c2sc2cccc(F)c23)CC1	-1	-11	0	3.2	9	4	-2.0	3	28
CCOC(=O)c1cnn(CCOC(=O)Cc2cccs2)c1NC(=O)Cc1cccs1	-4	2	-5	-2.9	39	-1	-1.4	4	-2
Cc1ccc(NC(=O)COC(=O)C2(c3ccc(Cl)cc3)CCCC2)cc1	-4	-9	0	-1.4	28	2	-4.6	1	-2
O=C(Nc1ccc2c(c1)CCCN2C(=O)c1ccccc1)c1ccccc1Br	3	-6	-3	-1.4	5	5	-5.5	2	45
Cc1cc(C(C)(C)C)ccc1NC(=O)CC(C)(C)CC(=O)O	2	-8	·	-1.8	·	4	-3.0	-13	8
CC(c1ccccc1F)n1cc(C(=O)NCCCc2nc3ccccc3[nH]2)nn1 (centres undefined)	4	-15	0	-1.4	-9	2	-2.2	-13	45
COCCNC(=O)c1cc2cc3ccc(OC)cc3nc2o1	6	-3	7	-7.2	-1	7	-4.4	-1	29

High-throughput results: PubChem BioAssay, several laboratories

No enrichment for hits; 5.3% or so of the library scored in one or more.
